Source: PubChem (several laboratories)
Smad3 FoxH1 inh = Smad3/FoxH1 peptide binding inhibitors, primary screen, biochemical, TR-FRET | Mothers against decapentaplegic homolog 3 (Homo sapiens), P84022 | TR-FRET Smad3/Dy647-FoxH1 peptide binding, europium anti-His | inhibition, % at 25 µM | 0.29% of 88,000 active | AID 630, 2007;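 active means compounds that reduce the energy-transfer binding signal between the protein and its labelled peptide by more than half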;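 further: 0% = Smad3 plus labelled peptide maximal FRET and 100% = peptide-only background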
Candida biofilm = clotrimazole potentiators killing Candida biofilms, primary screen, with clotrimazole, Alamar Blue; C. albicans biofilm + clotrimazole; inhibition, % at 6 µM; 0.14% of 85,000 active;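 active means inhibition above 20%; inactive means inhibition below 20%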;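 further: preformed 24 hr biofilms exposed to compound for 48 hr; 0% = biofilm without compound and 100% = blank killed by clotrimazole plus chlorhexidine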
sEH act = soluble epoxide hydrolase activators, primary screen, biochemical, human sEH | activation, % at 2 µM | 0.04% of 91,000 active | purified human sEH enzymatic activity, activator screen; in the data active means activation above about 37%; further: values of inactives mirror those of a sister screen read the other way
Target sequence (P34913 whole entry, looked up): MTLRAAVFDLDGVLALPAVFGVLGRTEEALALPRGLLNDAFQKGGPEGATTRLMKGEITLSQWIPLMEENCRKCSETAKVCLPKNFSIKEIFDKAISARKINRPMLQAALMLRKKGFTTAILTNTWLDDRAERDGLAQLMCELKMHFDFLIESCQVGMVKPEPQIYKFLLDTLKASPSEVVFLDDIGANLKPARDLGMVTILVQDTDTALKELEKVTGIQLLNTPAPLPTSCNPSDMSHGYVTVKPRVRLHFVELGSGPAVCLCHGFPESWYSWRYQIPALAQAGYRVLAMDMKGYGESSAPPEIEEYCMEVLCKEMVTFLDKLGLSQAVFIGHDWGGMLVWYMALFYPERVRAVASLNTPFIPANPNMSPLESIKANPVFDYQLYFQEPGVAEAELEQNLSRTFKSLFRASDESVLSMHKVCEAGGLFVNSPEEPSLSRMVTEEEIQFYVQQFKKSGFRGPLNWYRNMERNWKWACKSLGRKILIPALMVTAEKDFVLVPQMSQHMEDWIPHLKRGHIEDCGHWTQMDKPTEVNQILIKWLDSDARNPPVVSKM
H69AR inhibit = proliferation blockers of H69AR lung cancer cells, primary screen, cell-based, human, 86K library. H69AR lung tumor viability, ATP luminescence, 72 h; active compounds read low. viability, % at 10 µM. 6% of 85,000 active. AID 598, 2007;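 active means viability at or below 40%; inactive means viability above 40%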;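 further: multidrug resistant small cell line overexpressing MRP-1 efflux transporter; 100% = mean luminescence of untreated control wells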
HUVEC prolif 384 = inhibitors of HUVEC proliferation, primary screen, cell-based, 384-well | viability, % at 10 µM (by protocol) | CellTiter-Glo luminescence, 72 h; active compounds read low | 1.1% of 86,000 active | AID 648, 2007;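 active means viability at or below 30%; inactive means viability above 30%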;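 further: 100% = median luminescence of DMSO-only cell control wells on each plate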
ERa coact pot = enhancers of ERα–SRC-1 coactivator binding, primary screen, biochemical, TR-FRET, ERα LBD, low estradiol. coactivator binding (% of control), % at 25.6 µM. TR-FRET ERalpha-LBD/SRC-Cy5 coactivator binding, 2 h; 100 = basal binding, no effect. Estrogen receptor (Homo sapiens), P03372. 1.3% of 86,000 active; in the data active means activity above about 200%;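 further: binding measured in presence of low estradiol as agonist stimulus; 0% = peptide alone without receptor and 100% = receptor with peptide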
ERb coact inh = inhibitors of ERβ-SRC1 coactivator interaction, primary screen, biochemical, TR-FRET, ERβ LBD, SRC-1 peptide; Estrogen receptor beta (Homo sapiens), Q92731; TR-FRET ER-beta LBD / SRC1-Cy5 peptide binding; receptor agonist-loaded with 1 µM estradiol; inhibition, % at 25.6 µM; 1.3% of 86,000 active;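 active means compounds whose percent inhibition of the receptor-coactivator binding signal exceeds about 50% in the single-dose screen, limit read from the data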;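 further: 0% = receptor plus peptide wells without compound and 100% = peptide-only wells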
Target sequence (Q92731 whole entry, looked up, the tested form may be a part): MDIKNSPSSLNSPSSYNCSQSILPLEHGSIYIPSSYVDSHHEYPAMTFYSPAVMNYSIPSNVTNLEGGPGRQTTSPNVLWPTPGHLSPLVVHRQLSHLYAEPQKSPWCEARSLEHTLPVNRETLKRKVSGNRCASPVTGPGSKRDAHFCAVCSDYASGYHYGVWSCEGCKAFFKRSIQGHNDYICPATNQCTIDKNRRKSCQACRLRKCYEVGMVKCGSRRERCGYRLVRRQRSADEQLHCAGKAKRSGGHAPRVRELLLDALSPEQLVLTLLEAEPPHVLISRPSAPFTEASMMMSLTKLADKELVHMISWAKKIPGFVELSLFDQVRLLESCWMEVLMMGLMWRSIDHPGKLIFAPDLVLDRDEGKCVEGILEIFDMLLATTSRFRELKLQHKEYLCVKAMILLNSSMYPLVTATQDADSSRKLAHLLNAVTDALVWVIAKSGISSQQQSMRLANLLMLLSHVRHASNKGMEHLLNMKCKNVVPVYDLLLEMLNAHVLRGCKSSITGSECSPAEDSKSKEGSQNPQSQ
Fibroblast inh = antiproliferative effect on LL 47 fibroblasts – human, LL 47 cells, CellTiter-Glo luminescence, primary screen; 1.1% of 85,000 active; LL 47 human lung fibroblast viability, ATP luminescence; active compounds read low; AID 719, 2007; viability, % at 10 µM;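 active means viability at or below 50% in the single dose screen; inactive means viability above 50%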;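 further: compound exposure lasted 72 h before the ATP readout; 100% = median luminescence of untreated cell-only wells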
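Test system: LL 47 human lung fibroblasts / Quantity: 1,150 cells in each well / Medium: IMEM growth medium with 15% fetal bovine serum / Incubation: 72 h compound exposure at 37 °C after overnight plating / Detection: CellTiter-Glo luminescence measuring cellular ATP / Read-out: % viability versus median cells-only luminescence / Benchmarks: cell-only wells, no compound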
ERa coact inh = ERα–SRC-1 coactivator interaction inhibitors, primary screen, biochemical, TR-FRET, ERα LBD, estradiol-bound | Estrogen receptor (Homo sapiens), P03372 | TR-FRET ER-alpha LBD / SRC-1 peptide | inhibition, % at 25.6 µM | 1.7% of 86,000 active; in the data active means inhibition above about 50%;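 further: 0% = receptor plus peptide control and 100% = peptide only without receptor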
* = called active by the depositor; · = no result given; [ ] = remark or other dose. Some of the compounds tested; count on the stated rates, not on these rows.

Fields: Smad3 FoxH1 inh, Candida biofilm, ERa coact inh, sEH act, H69AR inhibit, HUVEC prolif 384, ERb coact inh, ERa coact pot, Fibroblast inh
1) COc1ccccc1NC(=O)CSc1nnc(C2CCCCC2)n1C
    2.6, 2.8, -24.1, 4.9, 96.0, 110.2, -23.5[fluorescence artefact?], 98.4, 108.8
2) N#Cc1cc2c(nc1SCc1cccnc1)CCCC2
    1.1, 3.4, -0.3, ·, 79.6, 109.8, -1.4, 74.8, 98.4
3) COCCN1CSC(=S)N(Cc2ccco2)C1
    -6.5, 2.5, 3.4, 9.1, 0.8*, 69.5, -1.2[fluorescence artefact?], 102.0, 82.3
4) NC(=O)CSc1nnc(Cc2csc(Nc3ccccc3)n2)n1Cc1ccccc1
    86.3*, 10.4, -1.9, -6.7, 93.5, 90.6, -0.4, 111.3, 97.6
5) COc1ccc(C(=O)OCCN2CCOCC2)cc1
    9.1[fluorescence artefact?], 6.8, -17.0, -0.1, 98.7, 89.5, -15.4, 102.0, 103.0
6) CCc1ccccc1NC(=O)NC1CCCCC1
    6.2[fluorescence artefact?], 2.4, -1.3, -13.5, 92.9, 87.2, -33.1, 98.2, 98.8
7) COc1ccc(N=CC2=C(O)c3ccccc3C2=O)cc1
    11.6, 4.8, 23.1, -5.8, 34.9*, 83.2, 3.0, 85.6, 104.5
8) CN(C)CCn1c(C(=O)Nc2ccccc2)cc2ccccc21
    15.1, 6.7, 1.9, ·, 57.3, 101.5, -0.7, 129.0, ·
9) Cc1ccc(S(=O)(=O)N2CCN(C(=O)CN3C(=O)NC4(CCOc5ccccc54)C3=O)CC2)cc1 (stereo not drawn)
    0.8, 4.2, -6.1, -9.3, 89.4, 91.6, -7.8, 136.5, 95.1
10) CC1CCN(C(=O)CCCOc2ccc(Cl)cc2)CC1
    -1.8, -4.3, -21.8, 5.7, 87.0, 95.9, 0.6, 105.3, 100.9
11) Cc1ccc(Cn2c(SCCN3CCOCC3)nc3c2c(=O)n(C)c(=O)n3C)cc1
    6.8, 11.7, 4.6, ·, 67.6, 95.1, -3.4, 110.1, 94.5
12) CCc1ccc(N(CC(=O)NC)S(C)(=O)=O)cc1
    0.6, 7.3, -23.1, 4.7, 114.3, 94.8, -18.1[fluorescence artefact?], 113.9, 95.6
13) COc1ccc(-c2cc3nc(C)c(CCC(=O)NC(C)CCc4ccco4)c(C)n3n2)c(OC)c1 (stereo not drawn)
    4.8, 4.5, -1.3, -3.9, 101.0, 88.3, -0.1, 113.9, 91.7
14) O=C(CCCc1c[nH]c2ccccc12)N1CCN(S(=O)(=O)c2cccs2)CC1
    4.4, 7.9, 1.1, -7.9, 61.2, 98.5, 0.5, 113.3, 109.2
15) CCOC(=O)c1cc(-c2ccccc2)n(CC(=O)O)c1C
    13.9, 6.6, 3.7, ·, 107.5, 104.0, -3.7, 121.7, 95.5

Gathered by group, the entries above with four or more nitrogen atoms (5)
Fields: Smad3 FoxH1 inh, Candida biofilm, ERa coact inh, sEH act, H69AR inhibit, HUVEC prolif 384, ERb coact inh, ERa coact pot, Fibroblast inh
1) COc1ccccc1NC(=O)CSc1nnc(C2CCCCC2)n1C
    2.6, 2.8, -24.1, 4.9, 96.0, 110.2, -23.5[fluorescence artefact?], 98.4, 108.8
4) NC(=O)CSc1nnc(Cc2csc(Nc3ccccc3)n2)n1Cc1ccccc1
    86.3*, 10.4, -1.9, -6.7, 93.5, 90.6, -0.4, 111.3, 97.6
9) Cc1ccc(S(=O)(=O)N2CCN(C(=O)CN3C(=O)NC4(CCOc5ccccc54)C3=O)CC2)cc1 (stereo not drawn)
    0.8, 4.2, -6.1, -9.3, 89.4, 91.6, -7.8, 136.5, 95.1
11) Cc1ccc(Cn2c(SCCN3CCOCC3)nc3c2c(=O)n(C)c(=O)n3C)cc1
    6.8, 11.7, 4.6, ·, 67.6, 95.1, -3.4, 110.1, 94.5
13) COc1ccc(-c2cc3nc(C)c(CCC(=O)NC(C)CCc4ccco4)c(C)n3n2)c(OC)c1 (stereo not drawn)
    4.8, 4.5, -1.3, -3.9, 101.0, 88.3, -0.1, 113.9, 91.7

The results go on.
Fields: Smad3 FoxH1 inh, Candida biofilm, ERa coact inh, sEH act, H69AR inhibit, HUVEC prolif 384, ERb coact inh, ERa coact pot, Fibroblast inh
16) O=C(CN1CCN(S(=O)(=O)c2ccc(F)cc2)CC1)Nc1ccc2c(c1)OCO2
    14.7[fluorescence artefact?], 8.5, -13.0, -11.3, 115.6, 91.0, -6.8, 127.4, 48.4*
17) COc1cc(OC)cc(C(=O)n2nc(C)cc2C)c1
    -3.4, 4.0, -7.6, 0.7, 104.3, 99.8, -2.2, 101.4, 96.0
18) Cc1noc(NS(=O)(=O)c2ccc(NC(=O)CCn3c(=O)oc4ccccc43)cc2)c1C
    6.3, 10.7, 17.9, ·, 85.0, 90.5, 18.5[fluorescence artefact?], 67.9, 103.2
19) Cn1c(=O)c2cc(NCc3ccccc3)nnc2n(C)c1=O
    4.5, 3.6, -13.2, ·, 91.3, 36.8, -4.4, 108.9, 104.4
20) Cc1c(C(N)=O)sc2ncn(CC(=O)N3CCC(C)CC3)c(=O)c12
    -7.8, 0.2, 12.9, -4.7, 90.8, 100.1, 10.2, 91.9, 100.5
21) CCOc1ccc(Cc2nnc(SCC(=O)c3ccc(OC)cc3)o2)cc1
    -3.5, ·, 6.0, -9.2, 85.6, 81.2, 3.0, 111.1, 91.8
22) CC1CN(C2CCN(C(=O)c3ccccc3)CC2)CC(C)O1 (stereo not drawn)
    -4.0, 12.6, -9.9, ·, 99.4, 104.4, -6.0, 115.1, 99.7
23) Cc1c(C(=O)O)nnn1-c1ccccc1
    -2.6, 1.8, -8.1, -3.5, 114.7, 118.5, -3.2, 120.6, 104.3
24) COc1cc(/C=C/c2cc(OC(C)=O)c3ccccc3n2)c(OC(C)=O)c([N+](=O)[O-])c1
    4.1, -1.5, 45.1, -4.3, 74.8, 77.0, 29.5, 82.4, 92.8
25) O=C(COc1ccccc1)Nc1ncc2c(n1)CCCC2=O
    -24.5[fluorescence artefact?], -4.4, 2.2, 17.6, 96.9, 104.1, 4.2, 92.6, 100.4
26) COc1cccc(C(=O)Nc2nnc(C(C)C)s2)c1
    3.4, 6.7, -18.9, 8.8, 100.4, 108.4, -13.1, 105.7, 108.3
27) O=C(Nc1c(C(=O)Nc2ccc3c(c2)OCCO3)cnn1-c1ccccc1Cl)c1ccco1
    5.3, -0.1, -1.9[fluorescence artefact?], 5.7, 72.3, 95.3, 3.4, 109.2, 101.0
28) COc1ccc(C(CC(=O)O)NC(=O)c2ccco2)cc1OC (stereo not drawn)
    -2.9, 4.1, -6.5, 2.0, 103.6, 102.3, -6.6, 132.5, 94.8
29) CC(=O)c1cc2c(cc1NS(=O)(=O)c1ccc(C)cc1)OCO2
    -7.6, 6.6, -3.1, -3.9, 65.3, 83.6, 1.8, 102.1, 91.9
30) O=C(CN1C2CCC1CC(NC(=O)Nc1ccccc1)C2)NCc1ccco1 (stereo not drawn)
    -2.6, 1.8, 18.6, -69.2, 97.5, 108.4, 8.4, 102.0, 101.4
31) O=S(=O)(c1cc(F)cc(F)c1)N1CCN(c2ncccn2)CC1
    7.2, 1.8, 1.8, -19.9, 92.9, 101.8, -6.6, 109.7, 97.3
32) CCOC(=O)CNC(=O)Nc1cccc(Cl)c1C
    5.6, 6.4, -6.1, 10.2, 83.6, 64.9, -13.6, 112.7, 87.7
33) CCOC(=O)c1sc(N)c(C(=O)OCC)c1COC(=O)C1CC(=O)N(Cc2ccco2)C1 (stereo not drawn)
    7.6, 8.4, 7.5, 17.0, 54.3, 77.1, 10.4, 112.1, 90.7
34) CCCC1CCc2c(sc(N)c2C(N)=O)C1 (stereo not drawn)
    -17.0, 6.7, -5.9, 6.9, 95.5, 82.1, -0.1, 67.0, 95.0
35) c1ccc(CC2CCN(C(c3cccs3)c3nnnn3C3CCCC3)CC2)cc1 (stereo not drawn)
    -0.2, 9.6, 0.6, 18.2, 74.5, 108.5, -0.2, 104.0[fluorescence artefact?], 87.6
36) Cc1cc(C)c2nc(N3CCCC(C(=O)NCCN4CCOCC4)C3)sc2c1 (stereo not drawn)
    -4.6, 0.5, -12.8, -9.2, 93.5, 89.0, -13.4, 103.5, 98.3
37) COc1ccc(C(=O)NC2CCSC2=O)cc1 (stereo not drawn)
    2.0, 2.7, -16.2, 3.4, 90.3, 96.5, -15.7, 114.8, 99.2
38) CCCCCCN1C2=NCCN2c2ccccc21
    16.8, 3.6, -2.1, 19.4, 87.3, 90.0, -2.2, 93.2, 94.8
39) Cc1nc2ccccc2c(=O)n1NS(C)(=O)=O
    1.6, 6.0, 8.3, 4.9, 85.0, 87.7, 13.0, 111.8[fluorescence artefact?], 102.3
40) O=C(COc1ccc(Cl)cc1)Nc1ncccn1
    -10.0, -0.5, -4.0, -5.8, 104.2, 100.4, 7.5, 114.1, 105.2
41) CCOC(=O)/C(C#N)=C1/SC(C)C(=O)N1c1ccc(Br)cc1 (stereo not drawn)
    0.6, 8.4, -0.5, 6.3, 89.9, 79.1, 14.2, 89.1, 104.1
42) c1nc(COc2nsnc2N2CCOCC2)cs1
    1.9, 3.9, -4.2[fluorescence artefact?], -7.0, 96.5, 103.8, 8.3[fluorescence artefact?], 98.8, 92.2
43) CCOC(=O)Cc1c(C)nc(-c2ccccc2)[nH]c1=O
    -10.6, -1.4, 45.8, 2.9, 102.5, 99.0, 14.6, 102.6, 105.8
44) Cc1cc(C(F)(F)F)nn1CCCNC(=O)c1cnccn1
    0.8, ·, -3.3, ·, 94.1, 91.2, -5.4, 114.0, 101.9
45) CCCCc1c(C(=O)O)cc(OC)cc1C(=O)O
    0.9, 8.8, -3.3, ·, 89.9, 89.3, -11.4, 119.8, 106.3
46) CC(=O)Nc1ccc(OCC(=O)c2ccc(C)cc2C)cc1
    -18.1, -2.3, -0.2, 15.4, 92.2, 101.8, 4.3, 90.2, 99.1
47) O=C(CN1C(=O)NC2(CCCCC2)C1=O)NCCC1=CCCCC1
    1.0, 5.1, -5.7, ·, 90.1, 97.3, -4.8, 113.4, 99.1
48) O=C(NC1CC2CCCC(C1)N2Cc1cccs1)N1CCOCC1 (stereo not drawn)
    6.3, 7.7, 5.4, -17.2, 91.6, 94.9, -0.6[fluorescence artefact?], 117.3, 100.3
49) C/C(=N\NC(=O)c1ccccn1)C12CC3CC(CC(C3)C1)C2
    -5.4, -0.1, -5.8, -71.4, 95.8, 111.3, -8.6, 98.6, 99.3
